CAL PDZ inh = CAL PDZ peptide-binding inhibitors, primary screen, biochemical, fluorescence polarization, Cer-tagged CAL PDZ, HTS; 330,000 tested, 0.02% active; inhibition, % at 20 µM; Golgi-associated PDZ and coiled-coil motif-containing protein (Homo sapiens), Q9HD26; purified CAL PDZ, TMR-peptide fluorescence polarization, 1 h;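 active = highest replicate inhibition of at least 40%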;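 note: plate controls were DMSO neutral control wells for no effect and unlabeled competitor peptide control wells for full effect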
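Material – purified CerCALP PDZ construct · Detection – FP readout, S and P plane fluorescence · Measure – percent inhibition from loss of millipolarization · Controls – unlabelled peptide for full inhibition, DMSO wells as neutral · Probe or stimulus – TMR-labelled reporter peptide T*-PRC34 bound in PDZ groove · Times – 1 h at RT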
Tat transport = E. coli Tat export inhibitors, primary screen, MC4100, TorA-mCherry reporter, fluorescence, single point. AID 488895, 2010. inhibition, % at 10 µM. 340,000 tested, 0.036% active;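 active = mean replicate inhibition at least 50% and at least half of replicates individually reaching 50%; inconclusive = only one of the two criteria met; inactive = neither criterion met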;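 note: exported cargo escapes ClpAP degradation while cytoplasmic cargo is degraded and loses fluorescence; 0% = median of neutral control wells and 100% = median of NaSCN control wells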
Ecoli viability = E. coli V3065 growth inhibition, primary screen, counter-screen for AddAB inhibitor project, absorbance, OD600. 330,000 tested, 0.27% active. 18 h. inhibition, % at 11.9 µM;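 active = inhibition above the campaign's mean inhibition across all tested compounds plus 3 SD, cut at about 9.9% in these data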;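 note: uninfected addAB+ strain grown without phage in ampicillin broth; 0% = DMSO wells and 100% = ciprofloxacin 0.95 µg/ml wells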
phage Ecoli inh = growth loss of phage-infected E. coli, primary screen, RecBCD inhibitor project, absorbance, with phage, HTS. inhibition, % at 11.9 µM. 360,000 tested, 0.26% active. AID 651602, 2012; in the data active = inhibition above about 11%
Rtt109 HAT inh = inhibitors of C. albicans Rtt109/Vps75 HAT, primary screen, biochemical, ThioGlo CoA-SH fluorescence, plate reader | 330,000 tested, 0.16% active | Histone acetyltransferase RTT109 (Candida albicans (strain SC5314 / ATCC MYA-2876)), … | purified Rtt109/Vps75, 4 h | inhibition, % at 34.9 µM;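 active = inhibition of at least 50% in every replicate; inconclusive = best replicate reaches 50% inhibition but some replicates fall short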
Target sequence (Q5AAJ8 whole entry, looked up): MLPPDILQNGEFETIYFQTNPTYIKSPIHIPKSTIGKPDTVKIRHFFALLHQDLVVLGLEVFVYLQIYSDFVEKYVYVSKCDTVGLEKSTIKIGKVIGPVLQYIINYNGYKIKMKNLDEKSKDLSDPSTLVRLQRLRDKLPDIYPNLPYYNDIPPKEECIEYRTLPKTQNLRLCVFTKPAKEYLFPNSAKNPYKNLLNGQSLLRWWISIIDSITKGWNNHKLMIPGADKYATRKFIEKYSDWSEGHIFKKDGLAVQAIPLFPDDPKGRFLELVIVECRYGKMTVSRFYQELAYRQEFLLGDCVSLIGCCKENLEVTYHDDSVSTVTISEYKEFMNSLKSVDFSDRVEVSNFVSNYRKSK
PvdQ inh = P. aeruginosa PvdQ acylase inhibitors, primary screen, biochemical, fluorescence, plate reader and imaging, single point. purified PvdQ acylase. inhibition, % at 10 µM. 340,000 tested, 0.063% active; in the data active = inhibition above about 30%, passing the limit was not always enough; inconclusive = no clear call, values can overlap the other calls;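 note: 0% = vehicle neutral wells and 100% = reference inhibitor wells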
AddAB inh = growth inhibition of E. coli expressing H. pylori AddAB, primary screen, AddAB inhibitor project, absorbance; 330,000 tested, 0.29% active; inhibition, % at 11.9 µM; in the data active = inhibition above about 12%;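 note: 0% = vehicle wells of infected cells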
Wnt act = Wnt/beta-catenin pathway activators, primary screen, cell-based, plate reader, single point | 300,000 tested, 1.2% active | Wnt/beta-catenin reporter cell assay, activator | activation, % at 9.35 µM; in the data active = activation above about 30%, passing the limit was not always enough; inconclusive = no clear call, values can overlap the other calls;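 note: 0% = neutral control wells and 100% = positive control wells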
DAGLB inh = DAGLB lipase inhibitors, primary screen, biochemical, fluorescence, HTS | Diacylglycerol lipase-beta (Homo sapiens), Q8NCG7 | HEK293T DAGLB membrane lysate, EnzChek fluorogenic substrate | inhibition, % at 5.17 µM | 340,000 tested, 0.059% active; in the data active = inhibition above about 34%;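 note: 0% = enzyme with vehicle and 100% = wells lacking enzyme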
Target sequence (Q8NCG7 whole entry, looked up): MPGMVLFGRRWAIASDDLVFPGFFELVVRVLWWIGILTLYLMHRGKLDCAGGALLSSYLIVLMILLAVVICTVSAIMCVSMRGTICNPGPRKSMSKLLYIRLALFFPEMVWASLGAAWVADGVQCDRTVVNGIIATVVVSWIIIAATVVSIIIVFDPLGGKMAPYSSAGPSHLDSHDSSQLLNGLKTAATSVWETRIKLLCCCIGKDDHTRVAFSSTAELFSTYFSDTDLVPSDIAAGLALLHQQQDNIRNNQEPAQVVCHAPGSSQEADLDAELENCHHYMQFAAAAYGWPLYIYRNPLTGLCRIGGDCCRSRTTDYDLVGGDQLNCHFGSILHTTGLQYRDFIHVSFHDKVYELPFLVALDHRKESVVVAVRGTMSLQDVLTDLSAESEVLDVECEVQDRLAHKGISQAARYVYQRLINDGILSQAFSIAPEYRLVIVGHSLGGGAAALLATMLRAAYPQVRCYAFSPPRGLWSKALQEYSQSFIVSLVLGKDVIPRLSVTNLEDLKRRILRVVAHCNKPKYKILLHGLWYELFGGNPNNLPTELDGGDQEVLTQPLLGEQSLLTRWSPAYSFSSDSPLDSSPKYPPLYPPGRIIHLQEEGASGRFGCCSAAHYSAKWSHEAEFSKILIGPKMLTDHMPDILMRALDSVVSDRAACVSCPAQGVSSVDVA
PfHsp90 yeast 2 = growth inhibition of PfHsp90-expressing yeast, primary screen, antimalarial PfHsp90 inhibitor project, S. cerevisiae, BacTiter-Glo luminescence, single point, set 2; BacTiter-Glo ATP, 48 h; yeast lacking PDR1 and PDR3 efflux regulators; inhibition, % at 9.4 µM; 310,000 tested, 0.32% active; AID 504621, 2011;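 active = every replicate shows inhibition above about 80%, whatever the replicate mean, limit read from the data; inconclusive = mean inhibition reaches the set limit but some replicate falls short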;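 note: 0% = DMSO neutral controls and 100% = 20 µM radicicol positive controls; yeast relying on Plasmodium falciparum Hsp90 in place of its own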
Active calls of the source: *; ? = inconclusive; nt = no result given.

SMILES	CAL PDZ inh	Tat transport	Ecoli viability	phage Ecoli inh	Rtt109 HAT inh	PvdQ inh	AddAB inh	Wnt act	DAGLB inh	PfHsp90 yeast 2
O=C(NCc1ccco1)Nc1ccc(Br)cc1Cl	-5.2	1.6	0.2	2.0	2.0	-10.3	-0.3	nt	-4.3	nt
COc1ccc(S(=O)(=O)N2CCCCCC2)cc1C(=O)NC1(C)CCS(=O)(=O)C1 (configuration not stated)	-1.8	0.1	0.3	0.9	-2.6	-16.4	-2.7	-1.1	1.1	-4.0
O=C(NCc1cccc(Cl)c1)c1ccco1	-0.3	3.1	4.3	4.8	7.9	-6.7	1.0	-1.3	-1.0	39.2
Cc1ccc(C(C)c2c(C)c([N+](=O)[O-])cc(C)c2[N+](=O)[O-])cn1 (configuration not stated)	0.1	1.1	1.2	2.7	-5.0	-4.1	-0.4	-3.2	3.0	-9.8
Cc1ccccc1-n1c(C)nnc1SCC(=O)NCC1CCCO1 (configuration not stated)	-1.3	-4.8	-2.0	1.6	-1.6	-9.5	2.1	-1.6	2.1	-43.6
Cc1cc2oc(=O)cc(CSc3nc(N)cc(N)n3)c2cc1C	-1.4	-5.7	-2.3	3.3	4.6	0.0	2.3	nt	-2.4	3.5
Cc1cc(=O)oc2cc(NC(=O)CCOc3ccccc3)ccc12	-4.7	0.8	2.5	1.2	-10.2	-15.7	1.9	4.7	2.0	-29.7
Cc1cnn(-c2cc(N/N=C/c3cccc(F)c3)ncn2)c1	0.3	-0.9	-1.6	4.5	-1.8	2.4	-1.1	-1.2	-4.1	-29.7
Nc1nc(Cl)cc(N2CCC(c3cc(-c4ccc(Cl)cc4)n[nH]3)CC2)n1	-3.5	4.9	-1.2	2.1	9.1	-2.2	0.1	1.2	0.1	-32.1
Cn1c(SCC(=O)NCc2ccc3c(c2)OCO3)nc2c(c1=O)SCC2	-2.6	5.8	-2.2	1.0	-0.1	-0.6	-1.9	-0.3	1.3	-17.2
Cc1cccc(OCC2CCCN(Cc3nc(C4CC4)no3)C2)c1 (configuration not stated)	0.3	-3.3	0.1	2.6	-4.7	-6.6	0.1	0.8	-7.0	-49.0
CC1CCCCN1CCNC(=O)c1ccc2c(c1)N(Cc1ccccc1F)C(=O)c1ccccc1S2=O (configuration not stated)	-5.1	-6.2	-2.2	3.9	11.3	-12.3	1.7	-0.9	3.5	-12.7
Cc1ccc(-c2nc(N/N=C/c3cccnc3)c3ccccc3n2)cc1	-4.8	-2.5	-0.3	0.3	-4.4	-8.8	0.2	nt	-5.0	16.9
CCCNC(=O)C(=O)NCc1ccccn1	-0.4	1.4	0.3	1.0	-0.5	-6.5	0.7	-5.3	0.4	-5.9
CCOC(=O)c1sc(NC(=O)C2CC(=O)N(c3ccc4c(c3)OCCO4)C2)nc1C (configuration not stated)	-4.1	-3.3	-2.0	1.0	-10.7	-4.6	1.1	-1.6	-3.0	4.6
O=[N+]([O-])c1ccccc1S(=O)(=O)c1ccccc1	-2.3	4.2	0.8	2.1	nt	-9.2	0.2	1.2	-2.9	-4.7
Cc1cc(NC(=O)c2ccccc2C)n(-c2cccc(F)c2)n1	0.8	5.6	1.9	1.4	-20.3	2.1	1.8	1.4	-1.5	-9.0
COc1ccc(S(=O)(=O)N2CCOCC2)cc1NC(=O)CN(C)CC(=O)Nc1cccc(F)c1	0.2	-8.7	-0.4	1.7	-6.7	-4.3	3.0	-1.0	-2.6	-7.4
Cc1c(-c2nc(N)nc(Nc3ccc(F)cc3)n2)oc2ccccc12	nt	-5.3	-2.5	0.2	4.7	-6.4	1.0	2.7	-0.4	-11.8
CC(=O)N(C(C)=O)N1C(=O)c2cccc3c(N4CCOCC4)ccc(c23)C1=O	-1.7	-3.2	-0.2	-0.7	-6.7	17.0	-1.7	6.3	-3.2	4.9
CC(=O)Nc1ccc(NC(=O)c2ccc(CN3CCc4ccccc4C3)cc2)cc1	0.5	3.6	-1.0	5.2	-0.7	1.0	2.1	-1.7	-0.7	-7.1
COc1cccc(CC(=O)N2CCC(n3nccc3NC(=O)C3CC3)CC2)c1	0.3	0.6	nt	-1.0	-1.0	-13.5	nt	2.6	0.4	-4.8
S=C(Nc1ccc(Oc2ccc(NC(=S)NC3CCCCC3)cc2)cc1)NC1CCCCC1	-3.1	1.5	5.0	-0.2	-1.9	-1.5	4.3	-6.5	-0.4	-55.6
CCOC(=O)C1=C(C)NC(C)=C(C(=O)OCC)C1c1sccc1C	-2.9	22.1	0.7	0.9	nt	-2.8	2.6	nt	-1.1	-56.0

Of the compounds above, these have a Cl atom:
SMILES	CAL PDZ inh	Tat transport	Ecoli viability	phage Ecoli inh	Rtt109 HAT inh	PvdQ inh	AddAB inh	Wnt act	DAGLB inh	PfHsp90 yeast 2
O=C(NCc1ccco1)Nc1ccc(Br)cc1Cl	-5.2	1.6	0.2	2.0	2.0	-10.3	-0.3	nt	-4.3	nt
O=C(NCc1cccc(Cl)c1)c1ccco1	-0.3	3.1	4.3	4.8	7.9	-6.7	1.0	-1.3	-1.0	39.2
Nc1nc(Cl)cc(N2CCC(c3cc(-c4ccc(Cl)cc4)n[nH]3)CC2)n1	-3.5	4.9	-1.2	2.1	9.1	-2.2	0.1	1.2	0.1	-32.1

(list continues)
SMILES	CAL PDZ inh	Tat transport	Ecoli viability	phage Ecoli inh	Rtt109 HAT inh	PvdQ inh	AddAB inh	Wnt act	DAGLB inh	PfHsp90 yeast 2
N#Cc1c(N2CCCC2)nc(N)c2c(N)nc(N3CCCC3)cc12	1.1	-4.1	0.9	0.8	-3.6	-28.3	-0.8	nt	-17.2	11.4
CC1Cc2ccccc2N1CC(=O)Nc1ccc2c(c1)OC(F)(F)O2 (configuration not stated)	2.0	2.6	3.0	4.0	-4.7	-0.4	4.0	nt	-6.7	-66.4
CC12CCC(=O)C=C1CCC1C2C(O)CC2(C)C1CCC21OCC1=O (configuration not stated)	0.8	4.1	nt	2.7	-5.8	-7.9	nt	-4.6	1.1	2.7
COc1cc2c(cc1OC)CN(C(=O)CN1CCN(S(=O)(=O)c3ccc(C)c(C)c3)CC1)CC2	-0.6	3.8	0.9	1.6	-3.1	-7.9	2.7	-2.2	0.6	17.0
COc1cc(/C=N/NC(=O)c2cc(-c3ccccc3)sc2N)cc(OC)c1OC	nt	nt	-0.7	4.2	nt	nt	-0.1	7.7	nt	nt
O=C(c1ccco1)N1CCN(C(=O)c2cc(-c3ccccn3)nc3ccccc23)CC1	-0.6	0.0	-0.7	1.6	-5.1	-4.2	0.1	-1.9	3.8	16.6
CC(Sc1nc(N)cc(=O)[nH]1)C(=O)Nc1sc2c(c1C#N)CCCC2 (configuration not stated)	-2.1	-3.6	1.9	5.3	-5.2	-3.3	5.7	-0.7	1.8	0.5
CC(C)CNC(=O)c1ccccc1NC(=O)/C=C/c1cccc([N+](=O)[O-])c1	-0.6	15.3	1.5	2.7	0.9	-8.2	0.8	-0.6	-1.3	-26.4
COc1ccc(S(=O)(=O)N2CCCCC2)cc1NC(=O)c1cnc(C)cn1	0.8	10.1	-1.1	1.0	1.4	-12.6	0.3	-1.2	-0.1	0.9
O=C(Nc1nc(-c2cccc3ccccc23)cs1)c1cnccn1	-0.5	-6.8	-7.2	0.6	1.9	-16.3	-0.5	nt	-8.9	-3.5
O=C(Nc1nnc(C2CC2)s1)c1ccc(Cl)c(S(=O)(=O)N2CCc3ccccc3C2)c1	-0.3	-1.9	-0.7	1.4	3.5	-7.2	0.4	1.9	5.0	9.2
COc1ccc(CC(C)N2CCN(c3cccc(C(F)(F)F)c3)CC2)cc1OC (configuration not stated)	-3.0	7.0	-1.6	1.2	1.9	3.9	2.1	-8.7	-1.1	-7.5
Brc1ccc(/C=N/Nc2nncc(-c3ccccc3)n2)o1	nt	nt	2.2	4.1	nt	nt	4.0	-1.0	nt	nt
CCC1Sc2ccc(S(=O)(=O)CCC(=O)Nc3ccccc3Br)cc2NC1=O (configuration not stated)	-2.6	4.2	0.2	1.1	1.0	-8.6	0.6	-2.9	3.7	26.4
Cc1nc(-c2coc3cc(C)c(N=O)c(O)c3/c2=N\N)cs1	1.2	2.5	-1.9	3.0	-1.4	-1.7	1.4	1.2	1.4	-2.5
NC(=S)NN=Cc1nccc2ccccc12	0.9	-11.2	nt	20.7*	-7.0	2.2	nt	-21.4	2.3	-2.3
O=C(N/N=C/c1ccccc1F)NC12CC3CC(CC(C3)C1)C2	0.0	1.1	0.3	0.9	-6.4	-3.9	1.0	8.3	-1.1	-6.3
COc1cccc(C(c2nnnn2Cc2ccco2)N2CCN(c3cccc(C)c3C)CC2)c1OC (configuration not stated)	-0.4	8.3	0.1	-1.1	0.5	-18.6	1.6	nt	-17.1	12.9
CCOC(=O)c1sc(NC(=O)CNC(=O)Cn2cnc3sc(C)c(C)c3c2=O)nc1C	-1.8	17.0	0.3	3.3	-11.1	0.0	2.4	nt	0.8	10.6
Brc1ccc(-c2csc(N3CCc4ccccc4C3)n2)cc1	-1.9	-4.5	-3.2	2.2	-2.4	-10.7	1.0	-6.4	-12.6	-6.0
O=C(CN(C(=O)CCC(=O)Nc1nccs1)c1cccc(C(F)(F)F)c1)NCC1CCCO1 (configuration not stated)	-2.1	-6.7	-0.3	0.0	-0.3	-11.2	3.9	-1.9	0.1	-21.6
O=C(c1cc2cc(Cl)ccc2o1)N1CCCCCC1	-3.1	6.0	nt	5.2	-6.8	-14.5	nt	-1.1	-4.5	nt
CCn1c(SC(C)C(=O)NCC2CCCO2)nc2ccccc21 (configuration not stated)	-0.9	1.8	0.9	2.9	-5.6	2.4	1.3	-1.1	-1.9	3.0
Cc1ccc(C(=O)n2c3ccccc3c3ccccc32)cc1	-0.1	-9.2	0.1	1.6	-8.9	-14.0	1.6	nt	-9.4	nt
Cc1c(OCC(=O)NC2CC(C)(C)NC(C)(C)C2)ccc2c1oc(=O)c1ccccc12	-4.7	-2.5	-1.5	1.6	1.1	-15.5	0.1	1.2	3.7	5.0
CCCN1CCC(=O)N(CCSc2ccc(C)cc2)CC1	0.6	1.3	nt	0.2	4.0	-16.2	nt	16.3	0.6	-3.0
Cc1ccc(-c2nc3ccccn3c2NCc2ccc3c(c2)OCO3)cc1	-1.4	6.6	1.4	1.1	-4.9	-10.2	4.5	?	2.2	22.2
CCC(C)[C@H](NC(=O)N1CC(=O)Nc2ccccc21)C(=O)Nc1ccccc1C (some centres not stated)	-2.3	-9.7	-1.4	-0.9	19.7	-7.3	1.8	1.1	-0.2	3.9
CCc1ccc(S(=O)(=O)NCCc2cn3cccc(C)c3n2)s1	-3.1	1.3	1.8	2.4	nt	6.0	1.1	-5.9	0.2	-14.2
COc1cccc(C2=CC(c3ccc(N(C)C)cc3)n3nnnc3N2)c1 (configuration not stated)	-0.1	5.0	2.0	2.9	2.4	2.5	1.0	nt	-0.6	18.9

Screening results (PubChem BioAssay)
